PPC-1+TRAIL kill = kills PPC-1 cancer cells in the presence of TRAIL | PPC-1 cells + TRAIL, ATPLite viability luminescence | cell killing (% activity), % at 4 µM | actives 0.41% (n = 220,000) | AID 1443;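 active = cell killing above 50% in the first pass at 4 µM, then a duplicate retest at 5 µM averaging 50% or more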;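 note: plate controls were cells with TRAIL plus DMSO for no effect and medium-only wells lacking cells for full effect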
CHOP inhibitor = blocks CHOP induction under ER stress; CHO-K1 CHOP-promoter luciferase, tunicamycin-induced, 15-18 h; inhibition, % at 10 µM; actives 3.8% (n = 220,000); AID 2732;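 active = compounds that reduced the stress-induced luciferase reporter signal by more than about 70% of percent inhibition, limit read from the data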;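 note: 0% = tunicamycin plus vehicle and 100% = wells without tunicamycin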
EBV gp42 block = inhibitors of Epstein-Barr virus glycoprotein 42; Q1HVG2; Fluorescence polarization binding assay, mP read-out; inhibition, % (tested at 21.74 µM); actives 0.42% (n = 220,000); in the data active = inhibition above about 50%
Target sequence (Q1HVG2 whole entry, looked up): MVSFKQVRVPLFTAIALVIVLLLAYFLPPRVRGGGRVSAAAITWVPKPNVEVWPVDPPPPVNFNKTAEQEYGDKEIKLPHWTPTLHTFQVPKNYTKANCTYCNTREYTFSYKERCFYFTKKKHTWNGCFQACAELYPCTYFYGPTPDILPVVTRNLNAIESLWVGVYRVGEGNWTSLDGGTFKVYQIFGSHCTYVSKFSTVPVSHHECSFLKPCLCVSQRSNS
MDM2 E3 inh = inhibitors of human Mdm2 E3 ubiquitin ligase | Q00987 | cell-based MDM2 ubiquitination luciferase reporter, 2 h; 0 = plate control, 100 = twice control, blank-subtracted | signal enhancement, % at 5 µM | actives 0.11% (n = 210,000) | AID 1230;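 active = signal enhancement of 30% or more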;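 note: luminescence tracks abundance of the self-degrading MDM2-luciferase fusion protein; higher signal means inhibition of MDM2 E3 ligase activity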
Target sequence (Q00987 whole entry, looked up, the tested form may be a part): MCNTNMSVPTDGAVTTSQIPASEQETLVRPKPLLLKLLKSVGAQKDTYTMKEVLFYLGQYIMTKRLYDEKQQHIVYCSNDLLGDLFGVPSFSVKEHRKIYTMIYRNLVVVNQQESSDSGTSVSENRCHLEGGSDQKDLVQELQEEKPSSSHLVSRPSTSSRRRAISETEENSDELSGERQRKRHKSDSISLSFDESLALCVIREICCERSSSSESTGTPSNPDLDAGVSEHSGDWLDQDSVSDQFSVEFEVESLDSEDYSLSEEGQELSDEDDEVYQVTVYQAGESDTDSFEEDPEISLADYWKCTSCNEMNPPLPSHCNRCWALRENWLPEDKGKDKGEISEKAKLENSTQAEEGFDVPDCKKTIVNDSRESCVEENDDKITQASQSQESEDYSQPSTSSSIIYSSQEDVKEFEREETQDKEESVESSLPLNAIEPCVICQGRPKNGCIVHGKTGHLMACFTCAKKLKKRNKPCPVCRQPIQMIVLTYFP
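Assay system: stable mammalian line carrying autodegrading MDM2–luciferase fusion reporter; amount: 2000 cells seeded into each well; buffer or medium: DMEM; benchmarks: plate control and blank wells; signal: luciferase luminescence; timing: 2 h compound exposure at 37 °C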
TRPN1 ag = activates the zebrafish TRPN1 channel. actives 0.18% (n = 220,000). HEK293 zebrafish TRPN1-YFP, Fluo-8 calcium fluorescence; 100% = response to 87 µM carbachol. AID 1424. activation, % at 3 µM;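 active = activation above its plate's cutoff, the mean activation of test wells on that plate plus 3 SD, cut at about 19% in these data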;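 note: 0% = DMSO alone and 100% = 87 µM carbachol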
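Material: zebrafish TRPN1-YFP in HEK293 cells. Doses: one dose of 3 µM, 0.3% DMSO. Incubation: dye 1 h 37 °C plus 30 min RT. Measured by: intracellular calcium fluorescence with Fluo-8.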
TRPML3 ag = human mucolipin-3 channel agonism | Q8TDD5 | HEK293 TRPML3-YFP, Fluo-8 calcium fluorescence; 100% = the carbachol control signal | activation, % at 3 µM | actives 0.29% (n = 220,000) | AID 1448;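 active = activation above its plate's cutoff, the mean activation of the plate's test wells plus 3 SD, cut at about 12% in these data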;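 note: 0% = DMSO only wells and 100% = carbachol wells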
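Test system: HEK293 cells stably carrying human TRPML3-YFP; Doses: single dose, 3 µM final nominal compound, 0.3% DMSO final; Schedule: dye loading 1 h 37 °C then 30 min ambient, 125 s read; Technique: Fluo-8 calcium fluorescence; Benchmarks: high control carbachol 87 µM, low control DMSO.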
Runt-SMMHC FRET = inhibitors of human RUNX1 Runt domain binding to CBFb-SMMHC; inhibition, % at 20 µM; actives 0.74% (n = 220,000); Q01196+Q13951; AID 1434; Cerulean-Runt/Venus-CBFb-SMMHC FRET ratio 530/480, 1 h;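 active = mean inhibition across duplicate retests at 20 µM reaching about 50%, limit read from the data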;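 note: 0% = DMSO wells and 100% = wells with excess untagged CBFb-SMMHC; inhibitors lower the FRET ratio by blocking Runt binding to CBFb-SMMHC; some results filed as inactive read as strong as hits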
NCF1 inh = p47phox (human) inhibition. P14598. p47phox/p22phox peptide binding, fluorescence polarization, 2 h. inhibition, % at 24.7 µM. actives 0.53% (n = 220,000). AID 1274;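 active = inhibition above about 30%, limit read from the data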;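 note: 0% = p47phox with labelled peptide and 100% = labelled peptide alone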
TNF death inh = blocks TNF-alpha induced death of Jurkat FADD-/- cells; actives 0.068% (n = 220,000); Jurkat FADD-/- TNF necroptosis rescue, ATP luminescence, 24 h; 0 = TNF only, 100 = no-TNF cells; activation (protection from cell death), % at 10 µM; AID 463075;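 active = activation, meaning protection from cell death, of at least 50% relative to plate controls; inactive = activation below 50%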;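 note: necroptosis triggered by 40 ng/mL TNF-alpha added together with compound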
The depositor's hits bear a star; · = not tested or not shown.

SMILES	PPC-1+TRAIL kill	CHOP inhibitor	EBV gp42 block	MDM2 E3 inh	TRPN1 ag	TRPML3 ag	Runt-SMMHC FRET	NCF1 inh	TNF death inh
O=C(COc1ccccc1Br)N1CCN(c2ccccc2)CC1	-9	37	6	-18	-1.2	0.2	0	-8	0.0
O=C(O)/C(=C\C(=O)c1ccccc1)Nc1ccccc1	-10	-18	-11	-16	0.0	-0.2	-1	-8	1.0
Cn1c(Cn2nnc3ccccc32)nnc1SCC(=O)Nc1ccc2c(c1)OCO2	-13	2	-5	-22	0.3	-0.6	0	-2	-0.8
O=C(NCCc1c[nH]c2ccccc12)C(F)(F)F	23	1	-9	-11	0.0	-0.8	-5	-8	-0.4
CCS(=O)(=O)NCC(c1ccco1)N1CCN(c2ccc(F)cc2)CC1 (centres undefined)	11	-7	-7	16	0.6	1.2	-2	-10	2.5
Nc1ccc(-n2nncc2-c2ccco2)cc1	27	23	-13	-2	1.7	0.3	2	-16	0.5
CC(C)N1CCC(NC(=O)Nc2ccccc2)CC1	10	7	-5	-4	0.9	0.9	1	0	0.1
Cc1ccc(OCCCC(=O)Nc2ccc(N3CCOCC3)cc2)cc1	1	22	-10	-6	1.2	0.6	0	-2	-1.0
O=[N+]([O-])c1cc(Cl)ccc1Oc1ccc(-c2nnco2)cc1	15	20	-5	-2	-1.3	-1.1	-2	-9	-1.0
COc1cccc(NS(=O)(=O)c2ccc(NC(C)=O)cc2)c1	2	-15	-3	-13	3.8	1.2	0	-1	-2.1
Cc1ccc2cc3c(NC(=O)c4ccco4)nn(C)c3nc2c1	-15	28	0	-1	1.1	-0.1	27	-3	-1.9
CC(C)(C)c1ccc(C(=O)OCCNC(=O)c2c(Cl)nc3ccccn23)cc1	14	49	4	-2	-0.8	-0.1	-6	-15	-3.0
CSc1ncccc1C(=O)OCC(=O)c1cccc(Br)c1	10	14	-17	-14	-1.9	0.9	-5	-19	-0.7
CCc1ccc(NC(=O)c2cc(C)on2)cc1	17	19	-9	-10	-0.5	0.6	2	0	-2.1
COC(=O)Cn1c(=NC(=O)c2sc3ccccc3c2Cl)sc2cc(S(N)(=O)=O)ccc21	-8	24	20	1	-0.4	0.5	-4	-4	2.9
O=C1Nc2cc3c(cc2Sc2ccccc21)OCCO3	8	16	-4	0	0.3	-1.0	0	-4	0.5
CN1CCC(N(C)C(=O)NC2CCCCC2)CC1	11	-10	-4	-11	2.1	1.3	2	-13	0.1
CC(=O)Nc1ccc(NC(=O)CN2CCCC(C)C2)c(Cl)c1 (centres undefined)	14	15	-19	-10	1.1	1.0	1	-16	-2.8
CCOC(=O)C(Cc1c[nH]c2ccccc12)NC(=O)c1ccco1 (centres undefined)	1	-2	-20	-60	1.0	0.6	4	-5	-3.1
Nc1cccc(Oc2c(F)c(F)c(Oc3cccc(N)c3)c(F)c2F)c1	19	2	-13	-11	-1.2	-0.2	-2	-9	-2.4
COCCCNc1nc(=S)[nH]c2cc(OC)c(OC)cc12	8	31	-6	-20	0.5	0.8	0	-15	-1.6
CC1S/C(=N/N=C/c2cccc([N+](=O)[O-])c2)NC1=O (centres undefined)	31	-17	-5	3	-0.6	0.9	1	-2	1.9
Cc1cccc(-c2nnc(NC(=O)c3ccc(N4C(=O)CCC4=O)cc3)s2)c1	-1	16	-20	·	0.9	1.1	-2	-20	0.9
COc1ccccc1C(=O)NCc1ccccc1	5	11	-10	-2	3.3	0.0	2	-15	-1.4
COc1ccc(CCNC(=O)Cn2cccc2C(=O)c2ccccc2)cc1OC	-1	4	-13	-15	-1.4	0.7	-2	-10	1.0
COc1ccc(-c2cc3ccccc3n2CC(O)CN2CCN(CCO)CC2)cc1 (centres undefined)	-1	-14	-7	-7	1.5	-0.2	0	-1	-0.1
O=C(NCC1CCCO1)C1CCN(C(=O)c2ccc(Cl)cc2)CC1 (centres undefined)	11	21	-11	-2	0.9	0.1	0	-17	-1.4
CC(=O)c1ccc(NC(=S)N(C)C2CCN(C)CC2)cc1	11	-29	-24	-3	-0.7	1.3	2	-9	0.3
CC1(C)C(=O)OC(C(=O)c2ccc(Cl)cc2)C(C)(C)C1=O (centres undefined)	10	22	-3	-5	-0.2	0.5	1	-4	1.4
Cc1ccc(S(=O)(=O)N2CCC(C(=O)N/N=C/c3cccnc3)CC2)cc1	-9	-18	-12	5	-0.5	-0.4	-2	-15	-1.2
Cc1ccc(NC(=O)c2cccc(NC(=O)/C=C/c3ccco3)c2)cc1C	-3	45	-4	-13	-0.2	-0.1	-3	-23	-6.0
Cc1cc(S(=O)(=O)Nc2c(C)nc3nc[nH]n3c2=O)ccc1F	12	25	-8	-16	-1.0	0.1	1	-12	0.0
C/C(=N\Nc1cc(C)nc(-c2ccccc2O)n1)c1ccccc1O	24	40	10	-14	1.7	0.3	0	-19	-16
CCCSc1nc2c(c(=O)n1CC)SC(C)C2 (centres undefined)	-9	29	-7	-14	-2.1	-1.2	-4	-21	-1.5
CCCCN(Cc1ccccc1)C(=O)CCN1C(=O)C2C3C=CC(C3)C2C1=O (centres undefined)	3	10	-3	0	5.3	0.8	0	-9	-0.7
COc1ccc(C[C@H]2CN3C(=NC[C@H]3C)N2CCNC(=O)c2ccc(C)c(Br)c2)cc1	7	11	-9	·	-1.3	-0.5	-1	-16	2.6
Cc1ccc(N(C(C)C(=O)O)S(=O)(=O)c2c(C)n[nH]c2C)cc1 (centres undefined)	-4	-5	-1	-6	-0.7	-0.1	0	-4	-2.9
O=C(CSc1nc2ccccc2n1CCc1ccccc1)NC1CC1	9	27	7	4	0.2	0.3	-1	-34	-2.1
CN1CCN(/C=N/c2c(C#N)cnn2-c2ccccc2)CC1	6	-7	-24	-13	-0.8	0.6	0	-15	-0.5
CC(C)CCNC(=O)Cn1cc2c(n1)CCCCC2	5	19	-3	-9	0.4	-0.5	0	-11	2.7

Already shown: entries from further up.
SMILES	PPC-1+TRAIL kill	CHOP inhibitor	EBV gp42 block	MDM2 E3 inh	TRPN1 ag	TRPML3 ag	Runt-SMMHC FRET	NCF1 inh	TNF death inh
O=C(COc1ccccc1Br)N1CCN(c2ccccc2)CC1	-9	37	6	-18	-1.2	0.2	0	-8	0.0
O=C(O)/C(=C\C(=O)c1ccccc1)Nc1ccccc1	-10	-18	-11	-16	0.0	-0.2	-1	-8	1.0
Cn1c(Cn2nnc3ccccc32)nnc1SCC(=O)Nc1ccc2c(c1)OCO2	-13	2	-5	-22	0.3	-0.6	0	-2	-0.8

Following part.
SMILES	PPC-1+TRAIL kill	CHOP inhibitor	EBV gp42 block	MDM2 E3 inh	TRPN1 ag	TRPML3 ag	Runt-SMMHC FRET	NCF1 inh	TNF death inh
O=C(CN1C(=O)COc2ccccc21)N1CCc2ccccc21	-13	30	-12	-1	0.9	0.0	4	-6	-2.0
Cc1ccc(S(=O)(=O)N2CCN(C(=O)Cc3ccc4c(c3)OCCO4)CC2)cc1C	-12	12	3	-9	-0.8	0.5	5	-13	1.2
Cn1c(CNc2ccccc2O)nc2ccccc21	22	-9	7	-6	-1.1	1.0	-5	-13	-0.2
COc1ccc(N2CCN(Cc3nc(N)nc(Nc4ccccc4OC)n3)CC2)cc1	12	45	-12	-9	-1.9	0.2	2	-2	-1.7
COc1ccc(C)cc1NS(=O)(=O)c1cn(C)nc1C	8	7	-7	-20	1.4	0.5	-2	1	-0.2
Cn1ccnc1SCC(=O)c1cccc(Br)c1	20	10	-10	-4	-0.9	0.3	-1	-17	0.8
NS(=O)(=O)c1cccc(NC(=O)COC(=O)CN2C(=O)C3CC=CCC3C2=O)c1 (centres undefined)	5	14	-7	4	1.4	1.6	-1	3	0.2
CCC(C)NC(=O)CSC1=Nc2ccccc2C2=NC(c3ccccc3)C(=O)N12 (centres undefined)	16	17	-10	-11	-0.7	0.1	3	-3	0.3
Cc1ccc(Cn2cccc(NC(=O)NC3CCCCC3)c2=O)cc1	2	51	2	-10	2.4	0.9	0	-12	-0.7
COc1ccc(-n2c(=O)c3ccccc3n(CC(=O)OCc3ccccc3)c2=O)cc1OC	-6	29	3	5	1.1	0.2	-2	-4	1.2
Nc1c(-c2cccs2)cnn1-c1nc(-c2ccc(Cl)cc2Cl)cs1	12	22	15	-3	1.5	0.2	1	-26	-0.9
CCC(=O)OCc1c(C(F)(F)F)nn(C)c1Oc1cccc(C(F)(F)F)c1	26	55	-15	-9	0.6	0.9	-6	0	-2.0
N#CCCn1cc(/C=N/O)c(-c2ccc(-c3ccccc3)cc2)n1	2	·	3	6	-0.3	0.0	0	-6	-6.0
O=C(NCC(=O)N(CC1CCCO1)C1(C(=O)NC2CCCC2)CCCCC1)c1ccccc1 (centres undefined)	28	23	5	-5	-0.8	0.2	-5	-8	-0.2
O=Cc1cnc(N2CCOCC2)nc1	-5	-11	5	-3	0.3	0.4	-3	-6	0.8
CC(C)(C)OC(=O)N[C@@H](Cc1ccccc1)c1nnc(S(=O)(=O)Cc2ccccc2)o1	6	109*	-31	-9	4.3	3.3	4	2	-16
CCc1nc(N2CCCC2C(=O)O)c2oc3ccccc3c2n1 (centres undefined)	18	51	-20	-12	0.3	0.8	0	1	-0.3
CCCN1C(=O)CSC1=Nc1ccccc1	8	-7	-5	1	-2.6	-0.3	-1	3	5.9
COc1cccc2cc(C(=O)N3CCc4ccccc4C3)c(=O)oc12	6	49	-19	-17	-0.7	0.5	1	1	0.4
Cc1cc(=O)[nH]c(N/N=C/c2ccccn2)n1	21	61	-16	0	0.0	0.9	-4	1	-9.6
Nc1nc(N2CCN(c3ccc(Cl)cc3)CC2)n[nH]1	-5	11	10	1	0.4	1.3	3	2	-0.1
NC(=O)c1ccc(-n2c(CCC(=O)O)ccc2-c2cccs2)cc1	-2	22	8	-1	0.9	1.2	18	-1	-1.1
O=C(CC1Oc2ccccc2NC1=O)NCCCN1CCCC1=O (centres undefined)	0	25	-3	-10	1.6	0.8	1	0	0.1
O=[N+]([O-])c1ccc2c(c1)c(-c1ccccc1)nc1nncn12	5	16	-9	7	-2.3	0.5	0	2	-0.4
CS(=O)(=O)Oc1ccc2c(c1)O/C(=C\C=C\c1ccccc1)C2=O	16	31	-7	·	7.9	4.5	-28	-6	-12
CCOCCCNC(=O)N1CCOCC1	28	-9	-25	0	1.4	-0.1	2	-2	-1.4
CC(C)NC(=O)CN1CCN(Cc2nc(C(c3ccccc3)c3ccccc3)no2)CC1	2	4	-18	0	2.8	1.7	-2	-7	0.9
CC1CCN(S(=O)(=O)c2ccc(S(=O)(=O)NCc3cccnc3)cc2)CC1	-4	37	-7	-8	2.1	1.1	-3	-2	-0.1
Cc1ccccc1N=Nc1c(C)[nH]n(-c2ccccc2)c1=O	25	15	-9	-3	-1.4	1.0	-2	-10	-0.3

Bioassay records as filed in PubChem BioAssay.
